Assay outcomes deposited in PubChem BioAssay by National Center for Advancing Translational Sciences (NCATS).
IkB sig inh = inhibitors of IkB signaling in ABC-DLBCL cells; ABC-DLBCL IkBa-CBG/CBR dual luciferase ratio, 4 h; response scale: scaled: untreated 0%, proteasome inhibitor 100%; Potency, µM (titrated, usually from 57.1 µM), for the others: at the top dose IkBa stabilization activation; 0.04% of 110,000 active; AID 445; active = well fitted curve in the direction sought with a large enough effect in the signal ratio, not every such curve was filed as active; inconclusive = small, poorly fitted or top-dose-only effect, or a change in a side signal; the % refers to the signal ratio;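 also: the direction sought is a rising ratio; 0% = basal untreated cells and 100% = reference inhibitor full response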
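Curves were fitted separately to fusion (green), unfused (red) and ratio luminescence, then classed by r2, magnitude and activity. Cells: OCI-Ly3, 4 h compound plus doxycycline at 37C; 10 uM MG-132 defined full response.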
p53ts 39C tox = cytotoxicity in p53ts cells at nonpermissive temperature. H1299-p53A138V viability at 39C, ATP luminescence, 24 h. Potency, µM (highest dose often 46.1 µM), inactives show at the highest dose activity change, negative = cell killing, actives largely listed as cytotoxic. 1.5% of 130,000 active; also: nearly all actives have a fitted effect of over 55% in size
p53ts 32C kill = p53ts cell cytotoxicity, permissive temperature. AID 924. 0.93% of 130,000 active. Potency, µM (top dose mostly 46.1 µM), for the others: at the top dose activity change, negative = cytotoxicity, usual class: cytotoxic. H1299-p53A138V at 32C, ATP luminescence viability, 24 h;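 also: 0% = DMSO and -100% = full killing by reference compound; nearly all actives have a fitted effect of over 55% in size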
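H1299-p53 A138V cells (temperature-sensitive p53) exposed 24 h to up to 46 uM compound at 32C, where p53 is wild-type in conformation. Viability read as ATP luminescence and normalised to DMSO and 100 uM tamoxifen. AC50 fitted with the Hill equation.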
Imprint erasure = induces erasure of genomic imprints in mouse ES cells. mouse ES Peg3-LacZ reporter, beta-gal luminescence, 40 h. Potency, µM (highest dose often 60.7 µM), without a hit: top-dose activity change, positive = activation, hits mostly activators. 0.02% of 110,000 active. AID 1948;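 also: 0% = negative control wells on the plate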
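Each well holds 300 Peg3LacZ-Neo (maternal) female ES cells incubated 40 h at 37C, 5% CO2. LacZ is measured by BetaGlo luminescence, with AC50 and maximum efficacy derived from dose-response curves.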
* hit, by the source's call; ? = inconclusive; . = no result given; & = joins results of further samples; [ ] = another dose, or the depositor's remark. Unless noted, calls follow the shape of the dose curve; as a rule, active = well fitted curve in the direction sought with a large enough effect; inconclusive = small, poorly fitted or top-dose-only effect, or another doubt; inactive = no such curve, though single readings can be large; an effect the other way counts as inactive or inconclusive. Unless noted, % is scaled to controls: 0 for no effect and ±100 for the full control effect; potency is read from the fitted curve at half-maximal effect.

Sample of the layout, 4 compounds:
SMILES | IkB sig inh | p53ts 39C tox | p53ts 32C kill | Imprint erasure
COC(=O)c1ccccc1NC(=O)Nc1cnccn1 | 2.1% | 3% | -2% | -74%[inhibitor]
Cn1c(=O)[nH]c2nc[nH]c2c1=O | . | 11% | 7% | 3%
COC(=O)CNC(c1ccccc1)c1cc(Br)ccc1NC(=O)c1cc(OC)c(OC)c(OC)c1 (configuration not stated) | ? | 12% | 18% | -12%[10.9 µM]
O=c1ccn([C@@H]2O[C@@H](COP(=O)(O)OP(=O)(O)O)[C@H](O)[C@@H]2O)c(=O)[nH]1 | -2.3% | 18% | 1% | .

This part in full, repeating the preview:
SMILES | IkB sig inh | p53ts 39C tox | p53ts 32C kill | Imprint erasure
COC(=O)c1ccccc1NC(=O)Nc1cnccn1 | 2.1% | 3% | -2% | -74%[inhibitor]
Cn1c(=O)[nH]c2nc[nH]c2c1=O | . | 11% | 7% | 3%
COC(=O)CNC(c1ccccc1)c1cc(Br)ccc1NC(=O)c1cc(OC)c(OC)c(OC)c1 (configuration not stated) | ? | 12% | 18% | -12%[10.9 µM]
O=c1ccn([C@@H]2O[C@@H](COP(=O)(O)OP(=O)(O)O)[C@H](O)[C@@H]2O)c(=O)[nH]1 | -2.3% | 18% | 1% | .
O=c1cc(CO)oc(CN2CCC(Cc3ccccc3)CC2)c1O | -0.4% | -23% | -23% | -46%[inhibitor]
Cc1nn(CC(=O)Nc2ccccn2)c(=O)c2ccccc12 | -1.5% | 8% | 7% | -3%
O=C(CSc1nc2ccccc2n1CC(=O)Nc1ccc(F)cc1F)Nc1ccc(F)cc1 | ? | -28% | 0% | -3%[10.9 µM]
CCN(CC)S(=O)(=O)c1cccc(C(=O)N2CCCCC2)c1 | 0.2% | 6% | -3% | -18%
Cc1ccc(NC(=O)c2ccc3[nH]c(C)cc(=O)c3c2)cc1 | -1.2% | 2% | 9% | -10%[10.9 µM]
CCCC(=O)Nc1nnc(COC)s1 | 0.7% | 6% | -3% | 10%

Some entries already given, limited to p53ts 32C kill, Imprint erasure and p53ts 39C tox:
SMILES	p53ts 32C kill	Imprint erasure	p53ts 39C tox
CCN(CC)S(=O)(=O)c1cccc(C(=O)N2CCCCC2)c1	-3%	-18%	6%
Cc1nn(CC(=O)Nc2ccccn2)c(=O)c2ccccc12	7%	-3%	8%
O=C(CSc1nc2ccccc2n1CC(=O)Nc1ccc(F)cc1F)Nc1ccc(F)cc1	0%	-3%[10.9 µM]	-28%
Cn1c(=O)[nH]c2nc[nH]c2c1=O	7%	3%	11%
O=c1ccn([C@@H]2O[C@@H](COP(=O)(O)OP(=O)(O)O)[C@H](O)[C@@H]2O)c(=O)[nH]1	1%	.	18%

Following part.
SMILES | IkB sig inh | p53ts 39C tox | p53ts 32C kill | Imprint erasure
COCCn1nnnc1CN(Cc1cccnc1)Cc1cc2cc(OC)ccc2[nH]c1=O | -1.1% | 1% | 3% | -13%
COc1ccccc1-c1cc(C2CC2)nc(N)c1C#N | -0.6% | 0% | -4% | -8%
COC(=O)c1nc2n(n1)C(c1cccc(Cl)c1)C1=C(CC(C)(C)CC1=O)N2 (configuration not stated) | 0.0% | -3% | 3% | -16%
Clc1ccc(CN2CCc3nc(N4CCN(c5ccccn5)CC4)ncc3C2)cc1 | -1.2% | -6% | -7% | -12%[10.9 µM]
CN(CCc1ccccn1)S(=O)(=O)c1ccccc1F | 0.7% | 5% | -3% | 17%
COc1ccc(Cl)cc1NC(=O)Cn1c(=O)n(Cc2ccc(F)cc2)c(=O)c2cccnc21 | ? | -25% | 1% | -9%[10.9 µM]
CN1CCN(CCN2CCn3c2nc2ccccc23)CC1 | 0.7% | -8% | -8% | -10%
N#Cc1c(-n2ncnc2-c2ccc(F)cc2)sc2c1CCCCC2 | ? | 13µM* | 13µM* | -22%[10.9 µM]
CC(C)Oc1ccc(CNC(=O)c2ccc(Cn3c(=O)c4cccn4c4cccnc43)cc2)cc1 | -1.0% | -15% | -4% | -4%[10.9 µM]
O=C(CN1CCN(C(=O)c2ccco2)CC1)Nc1ccc(Cl)c(C(F)(F)F)c1 | ? | -14% | 1% | -10%
CCOP(=O)(c1ccc(N(C)C)cc1)C(O)c1ccc(Cl)cc1 (configuration not stated) | ? | 7% | 5% | -7%
O=C(CN1C(=O)c2cccc3cccc1c23)N1CCN(c2cccc(Cl)c2)CC1 | 5.3% | -1% | 15% | -8%
CCOc1ccc(-c2nc(Cn3c(=O)cc(-c4ccccc4)c4c(C)nn(C)c43)c(C)o2)cc1 | 0.0% | -14% | 7% | -10%[10.9 µM]
Cn1c(Cn2c(=O)sc3ccccc32)nnc1SCC(=O)NCC1CCCO1 (configuration not stated) | 1.4% | -7% | 4% | -4%
CC(=O)Nc1cccc(NC(=O)CSc2nccn2Cc2ccco2)c1 | -0.1% | ? | 4% | 22%[10.9 µM]
COc1cc(C2c3c(-c4cc(C)cc(C)c4O)n[nH]c3C(=O)N2CCCO)cc(OC)c1OC (configuration not stated) | -0.5% | 6% | 10% | -7%
NCCCCCc1nnc(SC/C=C/c2ccccc2)o1 | 3.7% | -2% | -6% | -21%
O=C(Nc1ccc(Cl)cc1)N1CCN(c2ccc3nnc(-c4ccc(F)cc4)n3n2)CC1 | -4.6% | 0%&-8% | 7%&1% | -20%[10.9 µM]
Cc1ccc(Cl)cc1N(CC(=O)N1CCCCCC1)S(C)(=O)=O | ? | -2% | -3% | -5%
COc1ccccc1NC(=O)CSc1nnc(Cc2cc(=O)[nH]c(=O)[nH]2)n1-c1ccccc1 | ? | -5% | -13% | -9%
CN1[C@@H]2CC[C@H]1CC(OC(=O)c1c[nH]c3ccccc13)C2 (some centres not stated) | -8.5% | -4% | -10% | -6%
COc1ccc(NC(=O)N(Cc2cc3cc(OC)ccc3[nH]c2=O)CC2CCCO2)cc1 (configuration not stated) | ? | -8% | 1% | -8%
CC(=O)Nc1ccc(S(=O)(=O)Nc2ccc(S(=O)(=O)N3CCCC3)cc2)cc1 | . | -4% | 8% | .
COc1ccc(Oc2ncc3nc(-c4ccc(Cl)cc4)c(=O)n(CCC#N)c3n2)cc1 | 3.0%[11.4 µM] | 6% | -1% | .
CCC(OC(=O)CC1Sc2ccccc2NC1=O)C(=O)NCC1CCCO1 (configuration not stated) | 1.6% | -5% | 6% | -14%
CCOC(=O)C1=C(CSc2nc(C)ccc2C#N)OC(N)=C(C#N)C1c1cccc(OC)c1OC (configuration not stated) | 6.3% | -11% | -7% | -20%
Cc1cc(=O)[nH]c(N2CCN(Cc3ccccc3)CC2)n1 | 0.8% | -11% | -7% | -23%
CCc1ccc(-n2nc(C)c3c(C(=O)Nc4cc(C)ccc4C)cc(C)nc32)cc1 | 0.7% | ? | 12% | -12%[10.9 µM]
O=C(NCc1ccccc1)NC1CCCCC1 | -0.2% | -2% | -16% | -10%
Cc1c(Cl)ccc2sc(NC(=O)c3ccc(S(=O)(=O)N4CCCc5ccccc54)cc3)nc12 | ? | -16% | 12% | -4%[10.9 µM]
CN(C)C1CCN(C(=O)c2ccc(-n3c(=O)c(=O)[nH]c4ccccc43)cc2)C1 (configuration not stated) | . | 5% | 4% | .
S=C(c1ccc(N2CCOCC2)cc1)N1CCCCC1 | -0.3% | 3% | -5% | -7%
CCCC1CCC(C(=O)Nn2c(C)nc3ccccc3c2=O)CC1 (configuration not stated) | 1.5% | -7% | 1% | -13%
O=C(Nc1ccc(N2CCOCC2)c(C(=O)O)c1)c1ccc(Br)cc1 | 5.6% | -8% | -2% | -13%[10.9 µM]
CCOc1cc(CNC(=O)c2ccc3c(c2)NC(=O)C2CCCCN32)cc(OCC)c1OCC (configuration not stated) | ? | -8% | 6% | 11%[10.9 µM]
CCC(=O)Nc1cc(-c2nc3ccccc3s2)c(Cl)cc1Cl | -0.9% | 10% | -3% | -11%[10.9 µM]
COc1ccccc1NC(=O)Cn1ccn(-c2cc(C)cc(C)c2)c(=O)c1=O | -2.0% | -7% | -7% | -7%[10.9 µM]
CCN(CC)S(=O)(=O)c1ccc2c(c1)N(CC(=O)NCc1ccc(F)cc1)C(=O)CO2 | ? | -6% | 9% | 6%[10.9 µM]
COc1ccc(CCNC(=O)C(C)n2c(=O)cc(-c3ccccc3)c3c(C)nn(C)c32)cc1OC (configuration not stated) | 0.7% | -6% | -2% | -8%[10.9 µM]
CCCCN1CCC[C@@H]1CNC(=O)c1cc(C#N)c2ccccc2c1OC | 0.3% | -27% | -6% | -7%
COc1cccc(CNC(=O)C2CCN(S(=O)(=O)c3ccc4c(c3)CCCN4C(C)=O)CC2)c1 | 1.6% | -5% | 27% | 4%[10.9 µM]
Cc1ccc(-n2ncc3c(=O)[nH]c(SCC(=O)N4CCCC4)nc32)cc1C | 0.9% | -1% | 9% | 1%
COc1ccc(OC)c(CNCc2c(C(=O)O)n(Cc3ccccc3)c3cc(OC)ccc23)c1 | ? | ? | 5% | -11%[10.9 µM]
CCOCCCN(Cc1ccco1)S(=O)(=O)c1cc2c(cc1Cl)NC(=O)CO2 | -1.3% | 1% | 11% | 4%[10.9 µM]
CCOC(=O)c1cccc(NC2c3ccccc3C(=O)N2Cc2ccco2)c1 (configuration not stated) | ? | 12% | 17% | -25%
CC(Sc1nc2c(c(=O)[nH]1)CCCC2)C(=O)Nc1cc(C(F)(F)F)ccc1Cl (configuration not stated) | -1.2% | 0% | 2% | -1%[10.9 µM]
Cc1nn(Cc2ccccc2Cl)c(C)c1N | -1.1% | -14% | 15% | -9%
Cc1ccc(NS(=O)(=O)c2ccc3c(c2)NC(=O)C(C)C(=O)N3)cc1F (configuration not stated) | -0.4% | 3% | 0% | 5%[10.9 µM]
CCOc1ccccc1NC(=O)c1c(NC(=O)Cc2ccccc2)sc2c1CCCC2 | -3.5% | -4% | 9% | -10%[10.9 µM]
COc1cc2[nH]c(=S)n(CC3CCCO3)c(=O)c2cc1OC (configuration not stated) | -3.4% | 14% | 7% | -10%
The listing continues:
SMILES | IkB sig inh | p53ts 39C tox | p53ts 32C kill | Imprint erasure
O=C(CSc1nnc(-c2ccc(S(=O)(=O)N3CCOCC3)cc2)o1)c1ccccc1F | 0.3% | -16% | 9% | -1%
COC(=O)[C@@]1(Cc2ccc(OC)cc2)[C@H]2c3cc(C(=O)N(C)C)n(C)c3C[C@H]2CN1C(=O)c1ccccc1 | . | 18% | 7% | -6%
COc1ccc(NC(=O)CCCCC#Cc2ccccc2)cc1 | . | -10% | 3% | -11%
COC(=O)c1c(NC(=O)/C=C/c2ccc(OC)c(OC)c2)sc2c1CCC2 | 2.1% | 3% | -1% | -10%[10.9 µM]
Cc1ccc(Cn2cc(S(=O)(=O)c3ccc(Cl)cc3)c(=O)c3cc(F)ccc32)cc1 | . | 22% | 9% | .
C1CCN=C(Nc2nn[nH]n2)CC1 | -0.5% | -4% | -4% | -2%
Cn1c(=O)c2[nH]c(CCNC(=O)c3ccccc3)nc2n(C)c1=O | 2.1%[11.4 µM] | 8%[9.22 µM] | 1%[9.22 µM] | -1%[10.9 µM]
CCOc1ccc(NS(=O)(=O)c2ccc(C(=O)N(C)C)s2)cc1 | ? | -23% | 2% | -12%[10.9 µM]
COc1ccccc1NC(=O)CN1CCN(CC(=O)Nc2ccc(Cl)c(C(F)(F)F)c2)CC1 | ? | -24% | -23% | -15%
CCN(CCNC(=O)Nc1ccc(Cl)cc1)c1ccccc1 | ? | -15% | 6% | -14%
CCOc1ccc(S(=O)(=O)N(C)c2ccc(OCC(=O)Nc3ccc4[nH]c(=O)[nH]c4c3)cc2)cc1 | 0.9% | 6% | 5% | -1%
O=C(Cn1cnc2ccccc2c1=O)Nc1ccc(-c2nnc3n2CCCCC3)cc1 | -1.2% | -1% | 0% | 14%
COc1ccc2c(c1)N1CCN=C1N2C | -0.3% | -23% | -3% | -6%
Cc1nn2c(-c3ccncc3)nnc2c2ccccc12 | -6.8% | 8% | 6% | -38%[inhibitor]
O=C(O)CCCNC(=O)OCc1ccccc1 | 25% | 0% | 1% | 5%
